From PubChem BioAssay
T cruzi growth – inhibitors of T. cruzi proliferation. actives 5.9% (n = 77,000). T. cruzi beta-gal in NIH3T3, GalScreen luminescence, 90 h. inhibition, % at 8.34 µM;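 active means mean inhibition above about 93%, with at least 55% of replicates each passing it, limit read from the data, passing the limit was not always enough; inconclusive means only one of those two conditions holds; inactive means neither condition holds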
C diff growth – inhibitors of Clostridium difficile growth; Clostridium difficile clinical isolate growth, OD600, 24 h; stronger effect = lower value; AID 1259249; actives 0.25% (n = 86,000); growth activity, negative = inhibition, % at 16 µg/mL (by protocol);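 active means mean growth activity at or below -80% and every replicate also at or below -80%; inconclusive means mean at or below -80% but some replicate above -80%; inactive means mean growth activity above -80%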;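 further: 0% = DMSO wells and -100% = levofloxacin 16 µg/mL wells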
Pf Dd2 inh – inhibitors of Plasmodium falciparum Dd2 growth | P. falciparum Dd2 growth, SYBR Green, 72 h; stronger effect = lower value | activity change, % at 10 µM | actives 2.3% (n = 94,000); in the data active means activity change below about -80%; inconclusive means no clear call, values can overlap the other calls
KDM4C inh – blocks human GASC-1 (KDM4C) demethylase activity; GST-KDM4C 2-372, H3K9me3 peptide, LANCE TR-FRET; inhibition, % at 12.5 µM; actives 0.15% (n = 96,000); AID 720574;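 active means mean replicate inhibition above about 25%, with at least 55% of replicates also reaching it, limit read from the data, passing the limit was not always enough; inconclusive means only one of those two conditions met; inactive means neither condition met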
Target sequence (Q9H3R0 2-372 limits assumed): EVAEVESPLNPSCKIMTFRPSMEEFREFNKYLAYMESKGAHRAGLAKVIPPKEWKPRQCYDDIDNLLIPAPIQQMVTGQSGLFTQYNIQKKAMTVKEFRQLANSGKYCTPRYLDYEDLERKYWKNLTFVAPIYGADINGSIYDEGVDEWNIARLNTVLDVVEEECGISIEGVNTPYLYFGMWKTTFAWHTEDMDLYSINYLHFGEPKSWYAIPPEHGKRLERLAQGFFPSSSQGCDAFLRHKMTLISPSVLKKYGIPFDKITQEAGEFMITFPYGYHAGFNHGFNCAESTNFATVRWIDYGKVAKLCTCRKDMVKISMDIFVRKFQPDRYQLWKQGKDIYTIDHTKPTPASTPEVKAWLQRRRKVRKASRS
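System: N-terminal GST-fused human GASC-1 (KDM4C) fragment, residues 2-372; amount: enzyme final amount 10 nM; incubation: reaction 30 min RT, detection step 1 h RT; medium: HEPES buffer, pH 7.5, plus ascorbate; technique: LANCE TR-FRET, Eu antibody, ULight-streptavidin, EDTA, ex 340 nm, em 618/671 nm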
The depositor's hits bear a star; ? = inconclusive; · = not tested or not shown; & = joins results of further samples.

entry	structure	Pf Dd2 inh	KDM4C inh	C diff growth	T cruzi growth
1	COc1cccc(S(=O)(=O)N[C@@H]2CC[C@H](CC(=O)NCc3ccccc3)O[C@H]2CO)c1	4.3	0.4	-0.8	-44.5
2	CCCN1[C@@H]2c3ccc(-c4ccc(F)cc4)c(=O)n3C[C@@H]2[C@@H](CO)[C@@H]1C(=O)N[C@H](C)c1ccccc1	-12.3	8.0	5.0	39.6
3	C[C@H]1CCCCO[C@H](CN(C)C(=O)Nc2ccc(F)cc2)[C@@H](C)CN([C@@H](C)CO)C(=O)c2cc(NS(=O)(=O)c3ccccc3)ccc2O1	-59.4	-1.7	1.9	57.5
4	C[C@@H]1CN([C@@H](C)CO)C(=O)CCCn2cc(nn2)CO[C@H]1CN(C)Cc1ccccc1C(F)(F)F	11.9	0.0	0.0	-25.3
5	C[C@@H]1CN([C@H](C)CO)C(=O)c2cc(/C=C/c3ccccc3)cnc2O[C@@H]1CN(C)C(=O)c1cnccn1	14.6	0.1	2.9	·
6	C[C@H]1CN([C@@H](C)CO)S(=O)(=O)c2ccc(Br)cc2O[C@H]1CN(C)C(=O)Nc1ccccc1F	-18.4	0.1	-2.7	5.5
7	C[C@@H]1CN([C@H](C)CO)C(=O)c2cc(C#CC3CC3)cnc2O[C@H]1CN(C)C(=O)Nc1ccccc1	-20.9	0.2	·	4.2
8	O=C(C[C@@H]1C[C@@H]2c3cc(NC(=O)Nc4ccccc4F)ccc3O[C@@H]2[C@@H](CO)O1)NC1CCCCC1	-44.3	-1.2	6.1	3.3
9	CN1c2ccc(-c3ccccc3)cc2[C@@H]2[C@@H](CCN2C(=O)NC2CCCCC2)[C@@H]1CO	-52.2	15.5	51.6	·
10	CN(C)C(=O)C[C@@H]1CC[C@H]2[C@@H](COc3ccc(NC(=O)C4CC4)cc3C(=O)N2C)O1	5.0	0.2	-0.6	-2.5
11	C[C@@H](NC(=O)C[C@@H]1C=C[C@@H](NC(=O)C2CCC2)[C@H](CO)O1)c1ccccc1	-7.4	4.3	·	32.5
12	CCC(=O)Nc1ccc2c(c1)OC[C@@H](C)N(C(=O)c1ccc(F)cc1)C[C@@H](C)[C@@H](OC)CN(C)C2=O	-48.0	0.3	·	60.9
13	C/C=C/c1ccccc1[C@@H]1[C@H](C#N)N(c2nc(CC)cs2)[C@H]1CO	-6.9	-1.3	-6.0	·
14	COCC#Cc1ccc([C@H]2[C@@H](CO)N3C(=O)CN(C(=O)Nc4ccccc4F)C[C@H]23)cc1	-5.1	0.5	-2.8	·
15	COc1ccc(-c2cnc3c(c2)C(=O)N([C@@H](C)CO)C[C@@H](C)[C@H](CN(C)Cc2ccccn2)O3)cc1	1.7	0.3	-1.7	22.1
16	C[C@H](CO)N1C[C@H](C)[C@@H](CN(C)S(=O)(=O)c2ccc(Cl)cc2)Oc2ccc(N(C)C)cc2CC1=O	-39.7	-1.1	1.1	·
17	CCCN(C)C[C@H]1Oc2cc(C#Cc3cccc(F)c3)ccc2S(=O)(=O)N([C@H](C)CO)C[C@@H]1C	·	-0.4	11.9	110.3*
18	C[C@@H]1CN([C@@H](C)CO)C(=O)c2cc(NS(C)(=O)=O)ccc2O[C@@H](C)CCCCO[C@@H]1CN(C)C	8.1	2.2	1.3	81.9
19	COc1ccc(NC(=O)N(C)C[C@H]2Oc3ccc(NC(=O)CCC(F)(F)F)cc3C(=O)N([C@@H](C)CO)C[C@H]2C)cc1	-14.2	0.5	-3.2	10.2
20	C[C@@H]1CN([C@H](C)CO)C(=O)c2c(c3ccccc3n2C)-c2ccccc2CO[C@@H]1CN(C)Cc1ccc(C(=O)O)cc1	5.0	0.2	·	-82.3
21	COc1ccccc1S(=O)(=O)Nc1ccc2c(c1)C(=O)N(C)C[C@H](OC)[C@@H](C)CN[C@@H](C)CO2	21.0	0.0	·	11.9
22	C[C@@H]1CN([C@@H](C)CO)C(=O)c2cc(/C=C/c3ccccc3)cnc2O[C@@H]1CN(C)Cc1ccncc1	-25.9	-2.2	7.6	67.7
23	C[C@H](CO)N1C[C@H](C)[C@@H](CN(C)C(=O)Nc2ccc3c(c2)OCO3)OCCCC[C@H](C)Oc2ccc(NC(=O)Nc3cccc4ccccc34)cc2C1=O	10.1	-6.8	0.2	41.5
24	CO[C@@H]1CC[C@H]2CCOc3c(C#N)cccc3C(=O)N(C)CCCC(=O)N(C)C[C@H]1O2	22.8	1.2	·	5.3
25	Cc1noc(C)c1NC(=O)N(C)C[C@H]1Oc2ccc(NC(=O)Cc3cn(C)c4ccccc34)cc2C(=O)N([C@H](C)CO)C[C@@H]1C	1.0	·	·	-153.3
26	CC(=O)N(C[C@@H]1N[C@@H](CO)[C@@H]1c1ccc(-c2cccnc2)cc1)C1CCCC1	-11.1&-20.1	-4.2	-0.1&-2.2	-12.5&65.3
27	Cc1nn(C)cc1NC(=O)C[C@@H]1CC[C@@H]2[C@H](COc3ccc(NC(=O)C(C)C)cc3C(=O)N2C)O1	-27.4	5.5	-0.4	44.4
28	CO[C@H]1CN(C)C(=O)c2ccc(NC(=O)C3CC3)cc2OC[C@@H](C)N(CCC(F)(F)F)C[C@H]1C	·	1.9	·	35.1
29	C[C@@H]1CN([C@@H](C)CO)C(=O)c2cc(NC(=O)C3CCCCC3)ccc2O[C@@H]1CN(C)Cc1ccc(Cl)c(Cl)c1	1.4	1.1	18.9	?
30	CCC(=O)N1[C@H](CO)[C@@H](c2ccc(-c3ccc(F)cc3)cc2)[C@@H]1CN(C)C(C)=O	-10.0	0.2	-9.9	62.1
31	CCCC#Cc1ccc([C@@H]2[C@@H](CO)N3C(=O)CN(C(=O)c4ccccc4)C[C@H]23)cc1	-24.6	1.3	-3.3	·
32	O=S(=O)(c1ccccc1F)N1CC[C@@H]2[C@H](CO)Nc3ccc(-c4ccccc4)cc3[C@@H]21	-45.9	-1.0	51.7	75.3
33	CC(C)C#Cc1cnc2c(c1)C(=O)N([C@@H](C)CO)C[C@H](C)[C@H](CN(C)C(=O)Nc1ccccc1)O2	·	-1.9	2.9	39.1
34	C[C@H]1CN([C@@H](C)CO)C(=O)CCCn2nncc2CO[C@H]1CN(C)C(=O)CCC(F)(F)F	12.0&1.0	-0.7	-1.1	-3.5&-8.7
35	COCC(=O)N1C[C@H](C)[C@H](OC)CN(C)C(=O)c2cc(NC(=O)NC(C)C)ccc2OC[C@@H]1C	14.0	-1.0	·	42.3
36	CO[C@@H]1CN(C)C(=O)c2ccc(NC(C)=O)cc2OC[C@@H](C)N(CCc2ccccc2)C[C@@H]1C	-18.3	-0.5	4.6	·
37	C[C@H]1CN([C@@H](C)CO)C(=O)c2cc(NC(=O)CCCN(C)C)ccc2O[C@H]1CN(C)C(=O)Nc1cccc2ccccc12	19.0	1.1	-4.0	21.6
38	C[C@@H]1CN([C@@H](C)CO)C(=O)c2cc(NC(=O)Nc3ccc(C(F)(F)F)cc3)ccc2O[C@@H](C)CCCCO[C@H]1CN(C)C(=O)c1ccccc1	-27.0	-0.4	1.0	?
39	O=C(NC1CCCCC1)N1CC(=O)N2[C@@H](CO)[C@H](c3ccc(-c4ccncc4)cc3)[C@@H]2C1	-19.8	-1.8	-1.6	·
40	COc1cccc(S(=O)(=O)N[C@H]2CC[C@@H](CC(=O)NCc3ccncc3)O[C@H]2CO)c1	9.5	0.5	·	-10.7

The closing 3 compounds of the part above come first, to join the parts.
entry	structure	Pf Dd2 inh	KDM4C inh	C diff growth	T cruzi growth
38	C[C@@H]1CN([C@@H](C)CO)C(=O)c2cc(NC(=O)Nc3ccc(C(F)(F)F)cc3)ccc2O[C@@H](C)CCCCO[C@H]1CN(C)C(=O)c1ccccc1	-27.0	-0.4	1.0	?
39	O=C(NC1CCCCC1)N1CC(=O)N2[C@@H](CO)[C@H](c3ccc(-c4ccncc4)cc3)[C@@H]2C1	-19.8	-1.8	-1.6	·
40	COc1cccc(S(=O)(=O)N[C@H]2CC[C@@H](CC(=O)NCc3ccncc3)O[C@H]2CO)c1	9.5	0.5	·	-10.7
41	COCc1cn(CC[C@@H]2CC[C@H](NC(=O)c3ccncc3)[C@H](CO)O2)nn1	2.0	-0.9	·	86.5
42	OC[C@@H]1[C@H](c2ccc(-c3ccc(F)cc3)cc2)[C@H](CNC2CCCC2)N1CCC(F)(F)F	-89.0*	-2.0	23.1	·
43	CC(C)CC#Cc1ccc2c(c1)O[C@H](CN(C)Cc1ccccc1)[C@H](C)CN([C@@H](C)CO)S2(=O)=O	-63.6	-0.4	18.0	122.3*
44	c1cncc(-c2ccc(C3[C@H]4CNC[C@@H]3N4CC3CCCCC3)cc2)c1 (some centres not stated)	-54.4	0.1	20.7	·
45	Cc1ccc(S(=O)(=O)Nc2ccc3c(c2)C(=O)N([C@@H](C)CO)C[C@H](C)[C@@H](CN(C)C(=O)Cc2ccccc2)OCCCC[C@H](C)O3)cc1	-66.3	0.3	·	75.0
46	COc1ccc(S(=O)(=O)N(C)C[C@@H]2OCc3cn(nn3)CCCC(=O)N([C@@H](C)CO)C[C@H]2C)cc1	13.7&-2.6	10.4	3.3&0.9	-5.8&8.0
47	CO[C@H]1CN(C)C(=O)c2ccc(NC(=O)Nc3ccccc3F)cc2OC[C@@H](C)N(C(C)=O)C[C@H]1C	-67.1	-0.9	·	20.6
48	O=C(C1CCCCC1)N1C[C@H]2[C@@H](c3ccccc31)[C@H](CO)N2Cc1ccccc1Cl	-16.1	5.7	5.9	47.5
49	Cc1noc(C)c1S(=O)(=O)Nc1ccc2c(c1)CC(=O)N([C@@H](C)CO)C[C@H](C)[C@@H](CN(C)C(=O)Nc1ccccc1)O2	42.0	0.8	-1.8	5.9
50	O=C(Nc1ccc2c(c1)[C@@H]1C[C@H](CC(=O)N3CCOCC3)O[C@@H](CO)[C@@H]1O2)C1CCOCC1	4.2	-2.0	·	11.3
51	C[C@@H]1CN([C@@H](C)CO)C(=O)c2cc(NC(=O)CCC(F)(F)F)ccc2O[C@@H](C)CCCCO[C@@H]1CN(C)S(=O)(=O)c1cn(C)cn1	13.4	0.2	-3.9	23.2
52	C[C@@H]1CN([C@H](C)CO)C(=O)c2cc(NS(=O)(=O)c3ccc(Cl)cc3)ccc2O[C@@H]1CN(C)CC1CC1	-0.7	-2.7	-2.0	-12.2
53	C[C@H](CO)N1C[C@H](C)[C@@H](CN(C)CC2CC2)Oc2c(NC(=O)Nc3ccc(F)cc3)cccc2C1=O	4.6	9.5	9.2	5.6
54	COc1cccc(-c2ccc3c(c2)[C@@H]2[C@@H](CCN2C(=O)CC2CC2)[C@H](CO)N3C)c1	-18.1	2.5	21.3	4.7
55	C[C@@H]1CN([C@@H](C)CO)S(=O)(=O)c2ccc(-c3ccc(F)cc3)cc2O[C@@H]1CN(C)C(=O)C1CCC1	-6.6	1.6	·	62.3
56	N#C[C@H]1[C@@H](c2ccc(C#CC3(O)CCCC3)cc2)[C@@H](CO)N1C(=O)C1CC1	3.2	0.6	2.0	62.4
57	CC(C)c1cn(CC[C@H]2CC[C@H](NC(=O)C3CCC3)[C@H](CO)O2)nn1	-0.2	-1.6	1.8	·
58	CN(C)C(=O)C[C@@H]1CC[C@@H]2[C@H](COC[C@@H](O)CN2CC2CCCC2)O1	2.8	-1.2	5.0	-13.1
59	C[C@H](CO)N1C[C@H](C)[C@H](CN(C)C(=O)Nc2ccc(F)cc2)Oc2ccc(NS(=O)(=O)c3cccs3)cc2C1=O	-0.1	0.3	-4.9	-11.7
60	O=C(C[C@H]1CC[C@H]2[C@@H](COC[C@H](O)CN2CC2CCOCC2)O1)NCc1ccc(Cl)cc1	-63.9	2.0	8.9&-3.2	-30.5
61	Cc1cccc(NC(=O)Nc2ccc3c(c2)C(=O)N(C)[C@H]2CC[C@H](CC(=O)O)O[C@H]2CO3)c1	10.3	3.6	3.6	-17.5
62	CCNC(=O)C[C@H]1CC[C@H]2[C@H](COc3ccc(NC(=O)c4cc(C)on4)cc3C(=O)N2C)O1	6.3	2.4	12.4	-41.2
63	COc1cccc(S(=O)(=O)N[C@@H]2CC[C@@H](CCn3cc(-c4ccccn4)nn3)O[C@@H]2CO)c1	-20.9	2.4	7.5	108.0*
64	CN1C(=O)c2cc(NC(=O)C3CCCC3)ccc2OC[C@@H]2O[C@@H](CC(=O)O)CC[C@H]21	13.7	1.6	-1.4	-19.7
65	CN(C)C(=O)c1cccc(-c2ccc([C@H]3[C@@H](CO)N(C(=O)C4CC4)[C@H]3C#N)cc2)c1	-14.4	-0.4	-5.6	82.9
66	C[C@@H]1CN([C@H](C)CO)C(=O)c2cccc(N(C)C)c2O[C@H]1CN(C)Cc1ccc(C(F)(F)F)cc1	-28.2	1.4	2.1	101.1*
67	CO[C@H]1CN(C)C(=O)c2cc(NC(=O)c3cnccn3)ccc2OC[C@H](C)N(CC2CC2)C[C@H]1C	5.9	-2.5	-0.8	·

Copied from the list.
`COc1cccc(S(=O)(=O)N[C@@H]2CC[C@@H](CCn3cc(-c4ccccn4)nn3)O[C@@H]2CO)c1` in C diff growth = 7.5
`CO[C@H]1CN(C)C(=O)c2cc(NC(=O)c3cnccn3)ccc2OC[C@H](C)N(CC2CC2)C[C@H]1C` in Pf Dd2 inh = 5.9
